Rin1-Abl PPI inh = inhibitors of human Rin1-Abl protein interaction. P00519+Q13671. TR-FRET Rin1/Abl binding, biochemical. inhibition, % at 7.35 µM. 360,000 tested, 0.4% active; in the data active = inhibition above about 5%, passing the limit was not always enough
MsrA inhibitor = inhibitors of bovine MsrA | purified bovine MsrA, absorbance read-out | inhibition, % at 15.5 µM | 360,000 tested, 0.75% active; in the data active = inhibition above about 4.5%;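 note: 0% = vehicle wells with enzyme and 100% = reference inhibitor wells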
FAS TE block = blocks the thioesterase domain of human fatty acid synthase; recombinant FAS-TE, OMFH fluorogenic substrate, fluorescence endpoint; inhibition, % at 15 µM; 360,000 tested, 0.67% active; AID 602261;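 active = compounds whose normalised, plate-corrected inhibition of enzyme fluorescence in the single-dose primary screen is 50% or more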;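 note: 0% = DMSO with enzyme and 100% = substrate without enzyme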
bovine MsrA act = activates bovine MsrA enzyme | purified bovine MsrA, absorbance read-out | 360,000 tested, 0.3% active | activation, % at 10.6 µM; in the data active = activation above about 7.5%;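 note: 0% = vehicle and 100% = reference activator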
Neddyl block = cullin neddylation inhibition | P61081+Q13564 | TR-FRET cullin neddylation, biochemical | calls only at 25 µM | 360,000 tested, 0.58% active; in the data active = inhibition above about 36%
Target sequence (P61081 whole entry, looked up): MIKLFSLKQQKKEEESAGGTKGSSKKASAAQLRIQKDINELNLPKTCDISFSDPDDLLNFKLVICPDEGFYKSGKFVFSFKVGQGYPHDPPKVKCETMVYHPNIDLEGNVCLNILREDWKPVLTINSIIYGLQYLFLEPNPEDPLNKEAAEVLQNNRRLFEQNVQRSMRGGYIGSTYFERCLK
Target sequence (Q13564 whole entry, looked up): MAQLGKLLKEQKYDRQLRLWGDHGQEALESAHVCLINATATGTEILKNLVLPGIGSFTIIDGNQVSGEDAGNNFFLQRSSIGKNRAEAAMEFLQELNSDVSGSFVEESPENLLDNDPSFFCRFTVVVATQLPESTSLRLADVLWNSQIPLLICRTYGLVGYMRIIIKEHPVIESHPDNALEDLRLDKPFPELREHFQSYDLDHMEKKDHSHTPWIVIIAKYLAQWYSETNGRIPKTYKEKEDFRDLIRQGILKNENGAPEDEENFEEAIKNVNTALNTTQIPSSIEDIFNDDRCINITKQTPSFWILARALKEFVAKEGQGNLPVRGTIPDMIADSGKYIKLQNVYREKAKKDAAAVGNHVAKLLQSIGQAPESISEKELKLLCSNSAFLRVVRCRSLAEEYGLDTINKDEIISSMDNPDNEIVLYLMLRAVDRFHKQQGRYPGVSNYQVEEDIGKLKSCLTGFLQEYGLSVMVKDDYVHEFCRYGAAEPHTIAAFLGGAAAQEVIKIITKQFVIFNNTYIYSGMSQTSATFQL
E coli Lon inh = inhibitors of E. coli Lon protease; P0A9M0; purified E. coli Lon protease, fluorescence polarization; inhibition, % at 7.94 µM; 360,000 tested, 0.42% active; AID 602123; in the data active = inhibition above about 13%, passing the limit was not always enough;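 note: 0% = enzyme with probe and DMSO and 100% = no enzyme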
MLLE-PAM2 inh = inhibitors of microRNA-mediated deadenylation, human PABP1 MLLE binding; AID 588489; 360,000 tested, 0.36% active; inhibition, % at 20 µM; GST-MLLE / FITC-PAM2 fluorescence polarization; in the data active = inhibition above about 35%, passing the limit was not always enough;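 note: plate controls were DMSO wells with GST-MLLE for no effect and wells lacking GST-MLLE protein for full effect; some results filed as inactive read as strong as hits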
TbMetRS inhib = blocks T. brucei methionyl-tRNA synthetase activity | 360,000 tested, 0.4% active | inhibition, % at 11.9 µM | purified T. brucei MetRS, ATP depletion, Kinase-Glo luminescence;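 active = inhibition above a per-plate cutoff of the control wells' mean inhibition plus 3 SD, cut at about 5.5% in these data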;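 note: 0% = DMSO wells median and 100% = median of wells with control inhibitor compound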
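Assay system: T. brucei methionyl-tRNA synthetase, purified | Medium: HEPES buffer with MgCl2, KCl, DTT, spermine, BSA, pyrophosphatase | Compound: 11.9 µM single point | Incubation: 15 min enzyme-compound preincubation, 2 h reaction, 10 min detection, 25 °C | Measured by: Kinase-Glo luciferase luminescence reporting remaining unconsumed ATP | Measure: % inhibition normalized to control-well medians | Replication: Singlicate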
CSN deneddyl inh = CSN deneddylation inhibition. inhibition, % at 12.5 µM. 360,000 tested, 0.38% active. AID 651999. Purified CSN, SCF-Nedd8-OG deneddylation, fluorescence polarization;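 active = pattern-corrected inhibition above about 35%, with an unprinted fluorescence ratio check between 0.5 and 1.5, limit read from the data, passing the limit was not always enough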;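 note: 0% = enzyme with substrate and 100% = substrate without enzyme; some results filed as inactive read as strong as hits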
Target sequence (Q92905 whole entry, looked up, one chain of several): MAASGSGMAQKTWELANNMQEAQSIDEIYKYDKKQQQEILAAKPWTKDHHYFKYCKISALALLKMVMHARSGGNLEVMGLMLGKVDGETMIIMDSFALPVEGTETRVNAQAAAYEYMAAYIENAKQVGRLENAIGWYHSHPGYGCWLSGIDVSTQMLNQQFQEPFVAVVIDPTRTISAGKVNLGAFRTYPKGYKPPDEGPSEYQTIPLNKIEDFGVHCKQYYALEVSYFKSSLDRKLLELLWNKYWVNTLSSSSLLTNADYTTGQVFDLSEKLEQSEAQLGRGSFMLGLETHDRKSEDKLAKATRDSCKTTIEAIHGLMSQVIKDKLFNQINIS
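Detection – fluorescence polarization · System – HEK293T-derived human Csn5 enzyme · Controls – substrate-only high control, full reaction low control · Timing – 90 min, room temperature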
Starred values were filed as active, the others as inactive; i = inactive; · = not tested or not shown; + = active, no number.

SMILES	Rin1-Abl PPI inh	MsrA inhibitor	FAS TE block	bovine MsrA act	Neddyl block	E coli Lon inh	MLLE-PAM2 inh	TbMetRS inhib	CSN deneddyl inh
COc1ccc(CN(C(=O)c2ccc3c(c2)OCCO3)C(C(=O)NC2CCCCC2)c2ccc3ncccc3c2)cc1 (stereo not drawn)	0.7	-0.7	25.1	-2.3	i	8.3	1.5	-0.3	-3.8
CCCCC[C@H]1CN(C2CCCCC2)C(=O)[C@@H]1CC(=O)NCc1ccc(OC)cc1	-0.6	-1.3	20.2	-1.4	i	-4.5	3.3	0.4	1.2
C=CCSc1nc(Cc2ccc(Cl)cc2)nc2ccccc12	-0.9	0.2	24.3	-0.2	i	0.1	-13.7	-0.3	-6.3
CC(=O)OC1CC2(C)C(=O)CCC2C2CCc3cc(O)ccc3C12 (stereo not drawn)	-1.4	1.2	1.6	-4.0	i	-10.6	-12.1	-0.7	-6.6
CCn1cc(C(=O)N2CCCC(C(=O)c3cccc(C(F)(F)F)c3)C2)cn1 (stereo not drawn)	2.9	0.5	-4.8	0.2	i	-0.4	4.8	-0.2	2.2
Cc1nn2c(N3CCN(C)CC3)cc(C(C)(C)C)nc2c1-c1ccccc1	-4.5	-1.0	25.5	-1.3	i	-0.5	-0.2	2.0	108.5
CS(=O)(=O)Nc1ccccc1C(=O)NC1CC2CCC1C2 (stereo not drawn)	-0.9	-0.4	-7.9	-5.4	·	-5.7	-3.4	-0.9	0.9
Cc1cc(-c2ccc(C(C)C)c(S(=O)(=O)Nc3ccccn3)c2)on1	4.6	0.7	-5.8	-3.3	i	8.2	13.0	-0.6	5.2
COC(=O)C(NC(=O)C(CC(C)C)NC(=O)C1CCC(C)CC1)C(C)C (stereo not drawn)	5.3	0.8	-3.7	-10.2	i	-4.3	7.6	-1.0	-0.3
CCOC(=O)N1CCN(C(=O)CSc2nc3c([nH]c4ccccc43)c(=O)n2CCOC)CC1	0.3	1.6	0.5	-3.6	i	7.6	-0.3	-0.3	-3.1
CC1=[N+]([O-])C(C)(C)N(O)C1(C)C	-1.8	-1.0	-10.2	-2.5	i	13.0	-0.2	-0.1	0.1
COc1ccc(N2CCN(C(=O)Cn3nnc(-c4ccc(OC)c(OC)c4)n3)CC2)cc1	9.3	2.7	-7.0	-0.8	i	-3.6	-7.1	-0.4	5.0
COc1ccccc1NC(=O)Cn1cc(C(=O)c2ccco2)c2ccccc21	0.4	1.4	17.7	-3.3	i	2.3	7.0	-0.2	-3.2
COc1ccc(-c2nc3ccccc3n2OCC(=O)O)cc1	0.6	1.3	-1.9	-2.1	i	-3.2	-2.8	-1.1	0.4
COc1ccc(C2NC(=O)NC(C)=C2C(C)=O)cc1 (stereo not drawn)	1.5	0.8	-12.7	-1.2	i	-18.4	-47.0	0.3	2.6
COc1ccc(C(C)=O)cc1COC(=O)c1cccnc1SC	-3.7	-0.4	2.1	-9.6	i	6.9	-18.8	-1.2	3.6
COc1ccc(Cl)cc1Nc1nc(N)c2ccccc2n1	-0.3	1.4	21.2	-3.9	+	-5.0	1.6	-0.4	-8.7
CCOC(=O)C1=C(CP(=O)(c2ccccc2)c2ccccc2)NC(=O)NC1c1ccc(Cl)cc1 (stereo not drawn)	0.8	-0.4	-2.8	-1.2	i	-5.4	11.3	-0.2	-5.8
Cc1c(C(=O)N/N=C/c2ccc(O)c(Br)c2)sc(N)c1C#N	-5.6	4.3	-7.1	-5.1	+	-263.5	-75.9	0.0	14.2
O=C(/C(=C(\[O-])c1ccccc1)[n+]1ccc2ccccc2c1)c1ccc([N+](=O)[O-])cc1	-3.3	1.0	13.5	-2.4	i	0.0	5.7	0.0	-3.2
O=C(COC(=O)c1ccc(O)cc1)NCCc1c[nH]c2ccccc12	3.7	0.3	-1.7	-3.0	i	-1.6	-17.7	-0.3	4.8
Cn1c(=O)c2c(nc(Oc3ccccc3)n2C)n(C)c1=O	-0.9	0.2	-4.4	2.2	i	-4.7	-1.3	0.4	2.1
C#CCOCCOCCOCCNc1nc(N2CCN(C(=O)C([C@@H](C)O)n3cc([C@@H](N)CCCCN)nn3)CC2)nc(N2CCN(C(=O)[C@H](CO)n3cc([C@@H](N)C(C)C)nn3)CC2)n1 (stereo partly drawn)	0.2	-0.8	-2.7	-1.0	i	1.1	4.5	-0.2	24.8
Cc1nc(-c2c(C(=O)NNC(=O)Nc3c(C)cccc3C)noc2C)cs1	0.8	1.9	-1.1	-2.0	i	-15.7	-18.2	0.0	1.2
CCC(=O)N1c2ccccc2-c2nnc(SC)nc2OC1c1ccc(OC)c(OC)c1 (stereo not drawn)	0.2	2.3	5.4	-3.4	i	5.0	-10.0	-1.0	-0.5
COc1cccc(Cn2c(C(C)n3c(-c4cnccn4)nc4ccccc43)nc3ccccc32)c1 (stereo not drawn)	·	2.9	·	·	i	·	·	-1.0	0.0
COCCNc1nnnc2c1sc1nc(N3CCOCC3)c3c(c12)CC(C)(C)OC3	-0.1	1.0	2.8	-5.1	i	1.8	-10.4	-0.4	-6.3
Nc1c(Br)cc(Br)c(N2CCCC2=O)c1Br	-0.9	1.7	-7.3	0.5	i	0.8	5.1	-0.6	3.2
CC1Oc2ccccc2N(CC(=O)NCCCN2CCOCC2)C1=O (stereo not drawn)	0.6	0.1	-5.1	-3.6	i	-0.1	16.8	0.2	0.8
Cc1ccccc1CN1C2=NCCN2c2ccccc21	2.1	-1.1	-14.4	-11.1	i	-5.2	7.7	-1.1	5.4
O=C(NCc1ccccc1Cl)c1cccc(NC(=O)c2ccccc2)c1	-3.6	-0.1	0.2	-3.2	i	-2.4	12.0	2.2	-20.8
CC(=O)C(=Cc1cn(-c2ccccc2)nc1-c1ccccc1)C(C)=O	-3.1	-0.3	-1.1	-3.4	i	4.7	-8.0	-0.2	2.2
COc1ccc2c(c1)O/C(=C\c1ccco1)C2=O	-2.2	0.4	1.9	-1.8	i	-12.7	-13.3	-0.5	24.7
CC1CCCN(C(=S)NCCc2ccccc2)C1 (stereo not drawn)	4.9	2.9	-7.7	-12.9	i	-15.2	-79.5	-1.1	1.0
Cc1cc(OC(=O)c2ccc(S(=O)(=O)N3CCCCC3)cc2)c([N+](=O)[O-])c(=O)[nH]1	1.9	0.0	-8.4	-3.2	i	4.4	-9.2	-0.1	-6.4
COc1ccc(CC2c3cc(OC)c(OC)cc3CC[N+]2(C)CCC(=O)OCCCCCOC(=O)CC[N+]2(C)CCc3cc(OC)c(OC)cc3C2Cc2ccc(OC)c(OC)c2)cc1OC (stereo not drawn)	8.1	-0.6	2.0	-0.5	i	2.0	-6.6	-0.8	-3.6
Clc1cccc(C2Nc3cccc4cccc(c34)N2)c1Cl	1.4	0.2	40.3	-2.7	i	-0.6	9.7	-0.6	2.3
CS(=O)(=O)c1ccc(-n2nnc3ccccc32)c([N+](=O)[O-])c1	1.3	1.3	-1.0	3.2	i	-4.0	-0.9	0.1	-1.1
O=C(/C=C/c1cccc([N+](=O)[O-])c1)N1CC[C@@]2(O)CCCC[C@H]2C1	1.7	1.0	5.7	-4.2	i	-8.6	-14.7	-0.5	-2.8
CCOC(=O)c1ccc(-n2c(CN3CCN(CC)CC3)nc3ccc([N+](=O)[O-])cc3c2=O)cc1	0.1	0.6	-9.8	0.1	i	-6.0	-3.2	-0.8	-6.6

A different layout for ten compounds above:
canonical_smiles | Rin1-Abl PPI inh | MsrA inhibitor | FAS TE block | bovine MsrA act | Neddyl block | E coli Lon inh | MLLE-PAM2 inh | TbMetRS inhib | CSN deneddyl inh
COc1ccc(CN(C(=O)c2ccc3c(c2)OCCO3)C(C(=O)NC2CCCCC2)c2ccc3ncccc3c2)cc1 (stereo not drawn) | 0.7 | -0.7 | 25.1 | -2.3 | i | 8.3 | 1.5 | -0.3 | -3.8
CCCCC[C@H]1CN(C2CCCCC2)C(=O)[C@@H]1CC(=O)NCc1ccc(OC)cc1 | -0.6 | -1.3 | 20.2 | -1.4 | i | -4.5 | 3.3 | 0.4 | 1.2
C=CCSc1nc(Cc2ccc(Cl)cc2)nc2ccccc12 | -0.9 | 0.2 | 24.3 | -0.2 | i | 0.1 | -13.7 | -0.3 | -6.3
CC(=O)OC1CC2(C)C(=O)CCC2C2CCc3cc(O)ccc3C12 (stereo not drawn) | -1.4 | 1.2 | 1.6 | -4.0 | i | -10.6 | -12.1 | -0.7 | -6.6
CCn1cc(C(=O)N2CCCC(C(=O)c3cccc(C(F)(F)F)c3)C2)cn1 (stereo not drawn) | 2.9 | 0.5 | -4.8 | 0.2 | i | -0.4 | 4.8 | -0.2 | 2.2
Cc1nn2c(N3CCN(C)CC3)cc(C(C)(C)C)nc2c1-c1ccccc1 | -4.5 | -1.0 | 25.5 | -1.3 | i | -0.5 | -0.2 | 2.0 | 108.5
CS(=O)(=O)Nc1ccccc1C(=O)NC1CC2CCC1C2 (stereo not drawn) | -0.9 | -0.4 | -7.9 | -5.4 | · | -5.7 | -3.4 | -0.9 | 0.9
Cc1cc(-c2ccc(C(C)C)c(S(=O)(=O)Nc3ccccn3)c2)on1 | 4.6 | 0.7 | -5.8 | -3.3 | i | 8.2 | 13.0 | -0.6 | 5.2
COC(=O)C(NC(=O)C(CC(C)C)NC(=O)C1CCC(C)CC1)C(C)C (stereo not drawn) | 5.3 | 0.8 | -3.7 | -10.2 | i | -4.3 | 7.6 | -1.0 | -0.3
CCOC(=O)N1CCN(C(=O)CSc2nc3c([nH]c4ccccc43)c(=O)n2CCOC)CC1 | 0.3 | 1.6 | 0.5 | -3.6 | i | 7.6 | -0.3 | -0.3 | -3.1

Next records
SMILES	Rin1-Abl PPI inh	MsrA inhibitor	FAS TE block	bovine MsrA act	Neddyl block	E coli Lon inh	MLLE-PAM2 inh	TbMetRS inhib	CSN deneddyl inh
CN(c1ccc(OCC(=O)NC2CCCC2)cc1)S(=O)(=O)c1cccs1	2.1	-0.7	-2.4	-1.8	i	-7.1	1.6	-0.6	0.9
CC(=O)c1ccccc1NC(=O)COC(=O)CCCN1C(=O)c2cccc3cccc(c23)C1=O	-0.9	0.2	20.2	-11.2	·	7.6	-0.3	-1.5	-2.9
Cc1cc(Br)c(NC(=O)CN(C)CCOc2ccccc2)c(Br)c1	-1.6	1.4	8.3	-6.1	i	-7.6	5.7	-0.4	-5.3
O=C(CN1C(=O)S/C(=C\c2ccccc2F)C1=O)NC1CCS(=O)(=O)C1 (stereo not drawn)	-2.6	2.3	-2.7	-8.4	i	-4.8	33.4	-0.5	-2.0
CCOC(=O)C1=C[C@@H](C(C)(C)C)N(S(=O)(=O)c2ccc(C)cc2)[C@H]1c1cccc2ccccc12	-3.1	-0.5	24.6	-3.5	i	6.3	16.5	0.1	4.2
O=c1[nH][nH]c2c1C(c1ccc(F)cc1)OC(CCc1ccccc1)C2 (stereo not drawn)	·	0.1	-12.8	-1.3	i	-5.8	·	-0.4	-8.2
CCOC(=O)c1oc2ccc(CNC(C)(C)C)c(Cl)c2c1C	-4.4	0.9	-12.4	-3.1	i	-14.1	-16.8	-0.6	-2.6
COc1ccc(-c2cc(=O)c3cc(OC)c(OC)cc3[nH]2)cc1	3.3	1.8	-4.5	-5.3	·	-3.6	1.1	-0.1	0.1
O=C1CCC(C(=O)N2CCSCC2)CN1Cc1ccc(Cl)cc1 (stereo not drawn)	-0.5	-0.7	-4.2	-3.6	i	-0.4	-9.0	-0.4	0.6
COc1ccc(NC(=O)CCNS(=O)(=O)c2ccc(Cl)c([N+](=O)[O-])c2)cc1S(N)(=O)=O	-1.6	-0.6	-2.9	-3.8	i	-5.7	-6.8	-0.9	-1.0
Cc1ccc(-n2nnnc2SCC(=O)NC(=O)Nc2ccc3c(c2)OCCO3)cc1	2.6	2.9	12.4	0.4	i	2.2	-62.9	-0.3	2.3
CCNC(=O)COC(=O)C1CCN(S(=O)(=O)c2ccc3c(c2)OCCO3)CC1	1.9	0.8	-6.7	1.0	i	-7.2	-2.8	-0.4	-0.5

Compound activity from PubChem BioAssay.
